Screening results as filed in PubChem BioAssay.
TexasRed fluor: alters Texas Red total fluorescence, flagging assay interference | Potency, µM (top dose mostly 106 µM), for the others: at the highest dose fluorescence change, negative = quenching | TRb/SRC2 Texas Red total fluorescence interference | 280,000 tested, 0.29% active; active means well fitted curve in either direction with a large enough effect; inconclusive means small, poorly fitted or top-dose-only effect
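Flags fluorescent or light-absorbing compounds by total fluorescence, S + 2P, at 555 nm excitation and 632 nm emission. Mixture: 20 nM Texas Red SRC2 peptide, 0.6 uM human TRb LBD, 1 uM T3, 5% DMSO; compound exposure 5 h at ambient temperature.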
GAA glycogen: alters human alpha-glucosidase cleavage of glycogen; Potency, µM (doses to about 76.4 µM), for the others: at the top dose activity change, negative = inhibition, hits mostly inhibitors; recombinant GAA, glycogen substrate, Amplex Red glucose oxidase fluorescence; 300,000 tested, 0.38% active; P10253;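 further: 0% = full enzyme reaction and -100% = no-enzyme basal signal; the screen sought inhibitors and activators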
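Recombinant enzyme (4 nM final) with compounds titrated up to 77 uM and bovine liver glycogen (30 ug) in citrate pH 5.0, 0.01% Tween-20, 37 C 40 min. Released glucose detected by Amplex Red/glucose oxidase (Ex 573/Em 610); AC50 from Hill fits.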
TRb SRC2 PPI: disrupts binding of human TR beta to SRC2 | P10828 | TRbeta-SRC2 peptide binding, fluorescence polarization; receptor liganded with 1 µM T3 | Potency, µM (series often up to 106 µM), without a hit: at the top dose activity change, negative = inhibition, hits mostly inhibitors | 280,000 tested, 0.065% active;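 further: plate controls were bound peptide for no effect and peptide without receptor for full effect; nearly all actives have a fitted effect of over 50% in size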
Target sequence (P10828 whole entry, looked up): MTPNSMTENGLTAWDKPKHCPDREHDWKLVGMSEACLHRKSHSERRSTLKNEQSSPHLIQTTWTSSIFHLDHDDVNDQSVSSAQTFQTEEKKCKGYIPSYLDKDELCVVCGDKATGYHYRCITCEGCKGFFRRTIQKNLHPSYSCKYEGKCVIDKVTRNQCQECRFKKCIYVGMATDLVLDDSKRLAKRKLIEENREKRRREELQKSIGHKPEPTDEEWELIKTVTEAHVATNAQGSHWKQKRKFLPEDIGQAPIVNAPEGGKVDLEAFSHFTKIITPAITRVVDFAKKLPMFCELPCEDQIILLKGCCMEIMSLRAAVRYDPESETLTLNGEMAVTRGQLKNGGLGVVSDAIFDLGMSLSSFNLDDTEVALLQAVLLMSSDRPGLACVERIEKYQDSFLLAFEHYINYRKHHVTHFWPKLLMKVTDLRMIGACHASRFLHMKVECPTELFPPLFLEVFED
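Assay buffer: 20 mM Tris-HCl, 100 mM NaCl, 10% glycerol, 1 mM EDTA, 0.01% NP-40, 1 mM DTT, 1 uM T3, 5% DMSO; TRb LBD 0.6 uM, Texas Red SRC2 20 nM; FP after 5 hr.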
Active calls of the source: *; ? = inconclusive; & = joins results of further samples; [ ] = another dose, or the depositor's remark. Unless noted, the call rests on the fitted dose curve; in most records, active means well fitted curve in the direction sought with a large enough effect; inconclusive means small, poorly fitted or top-dose-only effect, or another doubt; inactive means no such curve, though single readings can be large; an effect the other way counts as inactive or inconclusive. Unless noted, on the % scale 0 is the no-effect control and ±100 the full control effect; potency means the concentration at half of the fitted maximal effect. Only part of the results is shown (hit frequency here may not be typical).

SMILES | TexasRed fluor | GAA glycogen | TRb SRC2 PPI
COc1ccc(-c2cc(C(F)(F)F)nc(SCCC(=O)Nc3ccc(OC)c(OC)c3)n2)cc1 | -18.3% | 11.0%[76.3 µM] | -3.6%
CC(=O)N1c2ccc(S(=O)(=O)N3CCN(c4cc(Cl)ccc4C)CC3)cc2CC1C (stereo unspecified) | 7.4% | -14.3%[76.3 µM] | -2.2%
CCOC(=O)C1CCN(C(=O)c2ccc3c(c2)sc2nc(-c4ccc(OCC)cc4)cn23)CC1 | 0.5% | -5.6%[76.3 µM] | -2.5%
CCc1cccc(CC)c1NC(=O)CCS(=O)(=O)c1ccc(Br)s1 | 6.9% | -7.1%[76.3 µM] | -0.8%
COc1ccc(NC(=O)Cn2nnc3sc4c(c3c2=O)CCC(C)C4)c(OC)c1 (stereo unspecified) | 5.6% | -2.1%[76.3 µM] | -8.3%
Cc1cc(=O)n2nc(N3CCC(C(=O)Nc4ccc(C)c(Cl)c4)CC3)sc2n1 | -0.5% | -2.3%[76.3 µM] | 1.2%
Cc1ccc(NC(=O)N2CCC(CN3CCCC3)CC2)c(C)c1 | ? | 10.1%[76.3 µM] | -7.2%
CC1CN(C(=O)N2CCC(C(=O)NCCCc3ccccc3)CC2)c2cc(Cl)ccc2O1 (stereo unspecified) | ? | ? | -1.3%
COc1cc(NC(=O)C(CC(C)C)N2Cc3ccccc3C2=O)cc(OC)c1 (stereo unspecified) | -11.7% | 2.2%[76.3 µM] | 6.4%
CC1CC(=O)N(CC(=O)Nc2ccc(F)cc2F)c2ccccc2S1 (stereo unspecified) | -10.8% | -2.3%[76.3 µM] | -0.4%
Cc1cccc(NC(=O)/C(C#N)=C/c2ccc(C)o2)c1 | 2.1% | 12.1%[76.3 µM] | -2.2%
CCOc1ccc(CCNC(=O)c2cc3sc(CC)cc3n2C)cc1OCC | -10.3% | -18.2%[76.3 µM] | 5.3%
COC(=O)c1c(C)oc2c1cc(NS(=O)(=O)c1c(C)cc(C)cc1C)c1ccccc12 | -2.2% | -17.6%[76.3 µM] | 3.5%
CCOc1ccc2nc(C)cc(Nc3ccccc3OCC)c2c1 | 5.1% | -3.7%[76.3 µM] | 1.1%
Cc1c(NC(=O)C(F)(F)F)ccc2nc3c(=O)n(C)c(=O)n(C)c3nc12 | -0.3% | -3.1%[76.3 µM] | 9.3%

Results in GAA glycogen, for 2 of the compounds above:
SMILES	GAA glycogen
COc1cc(NC(=O)C(CC(C)C)N2Cc3ccccc3C2=O)cc(OC)c1 (stereo unspecified)	2.2%[76.3 µM]
CC1CC(=O)N(CC(=O)Nc2ccc(F)cc2F)c2ccccc2S1 (stereo unspecified)	-2.3%[76.3 µM]

Look-ups from the entries so far:
TexasRed fluor with COC(=O)c1c(C)oc2c1cc(NS(=O)(=O)c1c(C)cc(C)cc1C)c1ccccc12 is entered as -2.2%
TRb SRC2 PPI with Cc1cc(=O)n2nc(N3CCC(C(=O)Nc4ccc(C)c(Cl)c4)CC3)sc2n1 is entered as 1.2%
GAA glycogen with COc1ccc(-c2cc(C(F)(F)F)nc(SCCC(=O)Nc3ccc(OC)c(OC)c3)n2)cc1 is entered as 11.0%[76.3 µM]
TRb SRC2 PPI with CCOc1ccc2nc(C)cc(Nc3ccccc3OCC)c2c1 is entered as 1.1%

(cont.)
SMILES | TexasRed fluor | GAA glycogen | TRb SRC2 PPI
CCOc1ccc(N(CC(=O)NCc2ccc(C)cc2)S(=O)(=O)c2c(C)[nH]c(=O)[nH]c2=O)cc1 | -0.3% | -5.2%&16.6%[76.3 µM] | -2.0%
CC(=O)c1cc(-c2ccc(F)cc2)n(CCC(=O)NCc2ccccc2C)c1C | -4.5% | -2.7%[76.3 µM] | 6.2%
COc1cccc(Nc2nc3ccc(C(=O)c4ccccc4)cc3n3c(C)nnc23)c1 | -1.1% | 0.3%[76.3 µM] | -3.8%
CCOc1cc(C(=O)Nc2c(NC)c3ccccc3oc2=O)cc(OCC)c1OCC | -0.6% | 3.8%[76.3 µM] | 1.6%
Cc1nc2c(C(=O)NCCc3ccc(Cl)cc3)c[nH]n2c(=O)c1Cc1ccc(Cl)cc1 | 2.6% | 0.7%[76.3 µM] | -0.8%
COc1ccc(C2=NN(C(C)=O)C(c3cn(-c4ccccc4)nc3-c3cccs3)C2)cc1 (stereo unspecified) | -1.1% | 9.3%[76.3 µM] | 2.3%
CSc1cccc(Nc2cc(C(=O)NC3CCCCC3)c3ccccc3n2)c1 | -0.1% | -4.6%[76.3 µM] | -0.9%
CCCCN(CC)C(=O)c1cc2c(=O)n3cccc(C)c3nc2n1C | 1.5% | 13.6%[76.3 µM] | 0.2%
COc1ccc(N2CCN(C(CNC(=O)C(=O)NCc3cccnc3)c3cccnc3)CC2)cc1 (stereo unspecified) | 56.2µM*[quencher] | 0.6%[76.3 µM] | -19.6%
Cc1nnc(N2C(=O)c3oc4ccccc4c(=O)c3C2c2cccc(OCCC(C)C)c2)s1 (stereo unspecified) | -36.8% | 18.3%[76.3 µM] | -5.6%
COc1ccc(-c2noc(-c3ccc(N4CCN(c5ccccc5)CC4)c([N+](=O)[O-])c3)n2)cc1 | 0.7% | -4.1%[76.3 µM] | 4.5%
COC(=O)c1cc(NC(=O)Cn2nc(-c3ccccc3)c3c(c2=O)CCCC3)cc(C(=O)OC)c1 | -1.1% | -12.5%[76.3 µM] | -2.9%
Cc1ccc(S(=O)(=O)c2nnn3c2nc(NC2CCCCC2)c2sccc23)cc1C | -0.6% | -19.1%[76.3 µM] | 9.3%
CC(C)c1ccc(NC(=O)c2cc3sc(Cl)cc3n2C)cc1 | 7.3% | -0.8%[76.3 µM] | -2.6%
COc1ccc(NC(=O)Cn2c(=O)n(CCc3ccccc3)c(=O)c3ccccc32)cc1 | 4.2% | 9.4%[76.3 µM] | 1.5%
COCCNC(=O)c1sc2nc3n(c(=O)c2c1C)CCC3 | -26.8% | -3.0%[76.3 µM] | -6.4%
CC(C)c1ccc(S(=O)(=O)c2nnn3c2nc(NCCc2ccccc2)c2sccc23)cc1 | -1.9% | -12.9%[76.3 µM] | 0.2%
CC(C)CCN(Cc1ccco1)C(=O)c1cc2c(s1)-c1ccccc1OC2 | 2.9% | 9.3%[76.3 µM] | 1.9%
Cc1cccc(OCC(=O)Nc2ccc(Cl)c(-c3nc4ccccc4[nH]3)c2)c1 | -2.3% | -5.4%[76.3 µM] | 7.4%
Cc1ccccc1NC(=O)c1c(NC(=O)C(C)Oc2cccc(Cl)c2)sc2c1CCCC2 (stereo unspecified) | -20.7% | 13.4%[76.3 µM] | -2.8%
CCCCCn1cc2c(c1-c1ccc(Br)cc1)c(=O)n(C)c(=O)n2C | -1.1% | 11.2%[76.3 µM] | -1.6%
COc1ccc(C2=C(C)C(N3CCN(c4ccc(OC)cc4)CC3)=NS2(=O)=O)cc1 | -1.2% | 9.3%[76.3 µM] | -4.1%
O=C(CSc1nc2c(oc3ccccc32)c(=O)n1Cc1ccco1)Nc1ccccc1Cl | -0.4% | -2.4%[76.3 µM] | -2.1%
Cc1cc(NC(=O)CC(C)C)cc(-c2nc3ncccc3o2)c1O | -7.7% | -1.1%[76.3 µM] | 3.8%
CC1=C(c2ccc(C(C)C)cc2)S(=O)(=O)N=C1N1CCN(c2ccccc2F)CC1 | -0.2% | 8.3%[76.3 µM] | -5.8%
COc1ccc(OCC(=O)NCC(c2ccc(Cl)cc2)N2CCCCC2)cc1 (stereo unspecified) | 4.7% | 14.4%[76.3 µM] | 2.2%
COc1ccc(Cl)cc1NC(=O)CSc1nc(-c2ccco2)cc(C(F)(F)F)n1 | 2.2% | 13.5%[76.3 µM] | -3.2%
CCc1ccc2nc(N(CCN(CC)CC)C(=O)c3ccco3)sc2c1 | 6.6% | 15.0%[76.3 µM] | -0.7%
CCc1ccc(-n2c(=O)c3c4c(sc3n(CC(=O)N3CCC(C)CC3)c2=O)CCC4)cc1 | -8.8% | 5.8%[76.3 µM] | 3.6%
Fc1ccc2c(c1)-c1nc(-c3ccccc3)cc(-c3ccccc3)c1CO2 | -1.1% | 12.2%[76.3 µM] | 1.0%

Three entries from above, with two lines to a compound.
Results follow in this order: TexasRed fluor | GAA glycogen | TRb SRC2 PPI
CCCCCn1cc2c(c1-c1ccc(Br)cc1)c(=O)n(C)c(=O)n2C
→ -1.1% | 11.2%[76.3 µM] | -1.6%
Cc1cc(NC(=O)CC(C)C)cc(-c2nc3ncccc3o2)c1O
→ -7.7% | -1.1%[76.3 µM] | 3.8%
CCc1ccc(-n2c(=O)c3c4c(sc3n(CC(=O)N3CCC(C)CC3)c2=O)CCC4)cc1
→ -8.8% | 5.8%[76.3 µM] | 3.6%

The listing continues:
SMILES | TexasRed fluor | GAA glycogen | TRb SRC2 PPI
O=c1c2ccccc2n(Cc2cccc(F)c2)c(=O)n1Cc1ccccc1Cl | -1.8% | 2.9%[76.3 µM] | 0.4%
Cc1cccc(-c2nnc(C3CCN(S(=O)(=O)c4cccc(Cl)c4)CC3)o2)c1 | -1.2% | -6.2%[76.3 µM] | 1.9%
Cc1ccc(CSc2nncn3c2cc2sccc23)cc1 | 1.7% | -6.3%[76.3 µM] | -5.6%
Cc1ccc(NC(=O)Nc2nnc(N(C)Cc3ccccc3)s2)c(C)c1 | 1.0% | -14.4%[76.3 µM] | -2.5%
Cc1ccccc1-c1noc(-c2ccc(N3CCCCC3)c([N+](=O)[O-])c2)n1 | -3.8% | -2.2%[76.3 µM] | 3.1%
Oc1ccc(NCc2ccccc2OCc2ccccc2Cl)cc1 | ? | ? | -19.0%[11.2 µM]
CCOc1ccccc1C(=O)Oc1c(S(=O)(=O)c2ccc(C)cc2)c(C)nn1-c1ccccc1 | -0.7% | -8.7%[76.3 µM] | -4.6%
